# CHT block: human CHT choline transport inhibition. Q9GZV3. CHT-expressing cells, membrane potential dye, choline response; active compounds read low. B-score at 10 µM. 0.86% of 310,000 active. AID 488975;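 active = B-score over 3 SD under the library average, and starting fluorescence ratio not unusually high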;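 note: choline stimulus applied at its EC90 after an EC20 pre-addition; B-score computed on integrated fluorescence ratio after choline addition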
# Target sequence (Q9GZV3 whole entry, looked up): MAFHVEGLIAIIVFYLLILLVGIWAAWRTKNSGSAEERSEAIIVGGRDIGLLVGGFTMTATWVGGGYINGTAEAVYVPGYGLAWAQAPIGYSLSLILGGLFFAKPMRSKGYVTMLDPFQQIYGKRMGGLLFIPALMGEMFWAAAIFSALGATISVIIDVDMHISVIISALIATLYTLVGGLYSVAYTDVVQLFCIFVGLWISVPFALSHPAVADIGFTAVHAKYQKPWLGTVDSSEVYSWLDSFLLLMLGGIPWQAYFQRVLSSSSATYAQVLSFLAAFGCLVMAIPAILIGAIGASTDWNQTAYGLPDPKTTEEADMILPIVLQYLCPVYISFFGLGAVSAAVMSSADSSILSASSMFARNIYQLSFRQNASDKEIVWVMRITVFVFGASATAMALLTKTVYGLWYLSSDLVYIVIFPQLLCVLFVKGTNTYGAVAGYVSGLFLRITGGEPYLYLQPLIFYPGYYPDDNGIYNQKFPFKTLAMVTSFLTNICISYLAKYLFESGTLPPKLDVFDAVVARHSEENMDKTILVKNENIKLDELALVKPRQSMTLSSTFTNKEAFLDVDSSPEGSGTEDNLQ
# CHT PAM: allosteric activators of human choline transporter CHT | Q9GZV3 | CHT-expressing cells, membrane potential dye, choline EC20; active compounds read high; LV-AA mutant CHT in HEK293 cells | B-score at 10 µM | 0.49% of 310,000 active | AID 488977;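 active = initial fluorescence not abnormally high and integrated response B-score, plate-corrected, over 3 SD above library mean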
# * marks the source's active call; other numbers are inactive results; i = inactive. This is a random part of the collection (roughly 1.5% active in at least one column).
SMILES,CHT block,CHT PAM
Cc1cc(C)c(S(=O)(=O)Nc2ccc(C(=O)O)cc2)cc1S(=O)(=O)Nc1ccc(C(=O)O)cc1,i,i
Cc1ccc2c(c1)C(c1ccccc1)N(C(=O)CC(C)C)CC(=O)N2 (stereo unspecified),i,i
CCOC(=O)C(C)(C)n1nnc(-c2ccc([N+](=O)[O-])cc2)n1,i,i
Cc1cccc(N(C(=O)c2snc(C(N)=O)c2N)C(C)C(=O)NCC2CCCO2)c1 (stereo unspecified),i,i
CCOc1ccc(-n2ccnc(SCC(=O)NCc3cccc(OC)c3)c2=O)cc1,i,i
O=C(CN1CCN(Cc2ccccc2)CC1)N/N=C/c1cccs1,i,i
O=C(CSCc1nc2ccccc2[nH]1)Nc1ccc2ccccc2c1,i,i
Cc1ccc(C)c(NC(=S)NCCc2c[nH]c3ccccc23)c1,i,i
Cn1nc(CC(=O)NCc2ccc(C(F)(F)F)cc2)c2ccccc2c1=O,i,i
Cc1ccc(C(=O)NCCC(=O)N2CCOCC2)cc1,i,i
Cc1nc2cc(NC(=O)N3CCN(c4ccccn4)CC3)ccc2o1,i,i
CCCCc1cc(=O)oc2c3c(cc(OCC(=O)N4CCC[C@H]4C(=O)O)c12)OC(C)(C)CC3,i,i
CC(NC(=O)C1CCC1)c1ccc2c(c1)OCO2 (stereo unspecified),i,i
COc1ccccc1N1CCN(C(=O)CN(C)S(=O)(=O)c2cc(C)ccc2OC)CC1,i,i
Cc1ccc2nc(SCC(=O)N3CCC(C)CC3)nc(=O)n2c1,i,i
O=C(OCC(=O)N1CCN(C(=O)c2ccco2)CC1)c1ccccc1Cc1ccccc1,i,i
Cn1c(=O)cc(SCC(=O)NCc2ccco2)c2ccccc21,i,i
CC1C/C(=N\NC(=O)CCc2ccc(S(=O)(=O)N3CCOCC3)cc2)CC(C)(C)C1 (stereo unspecified),i,i
Cc1ccc(CNC(C)c2ccccc2)cc1 (stereo unspecified),i,i
COc1ccc(OC)c(NC(=O)Nc2c(O)ccc3ccccc23)c1,i,i
COc1ccccc1NC(=O)c1ccc(CSc2ncccn2)cc1,i,i
Cc1ccc(SC(C)c2nc(-c3cccnc3)no2)cc1 (stereo unspecified),i,i
O=C(c1c(Cl)nc2sccn12)N1CCN(c2cccc(Cl)c2)CC1,i,i
COc1ccccc1C1CCN(C(=O)c2ccccc2)CC1,i,i
COc1ccc(C2C(C(C)=O)=C(C)Nc3ncnn32)c(OC)c1OC (stereo unspecified),i,i
O=C(CSc1nnc2ccccn12)Nc1ccc2c(c1)OCO2,i,i
O=C(CN(c1cccc([N+](=O)[O-])c1)S(=O)(=O)c1ccccc1)N1CCCCC1,i,i
Cn1c(Cc2cccs2)nnc1SCC(=O)Nc1ccc(C(N)=O)cc1,i,i
Cc1ccc(-c2c(C(=O)O)c(C(=O)O)c3n2CCC3)cc1,i,i
COc1ccc(NC(=O)Nc2cc(C)ccc2OC(F)F)c(OC)c1,i,i
N#CCc1nc(CSc2nc3ccccc3o2)cs1,i,i
Nc1nc(-c2ccc(Br)s2)c(Br)s1,i,i
Cc1ccc(Nc2nc(N)nc(CN3CCN(C)CC3)n2)cc1,i,i
Cc1ccc(C)c(S(=O)(=O)N2CCCC2CNC(=O)C(=O)NCC2CCCO2)c1 (stereo unspecified),i,i
CC(C)(CO)CNC(=O)c1ccc(OC2CCN(C(=O)C3CC3)CC2)cc1,i,i
COC(=O)C(NC(=O)C(NC(=O)c1ccccc1)C(C)C)C(C)C (stereo unspecified),i,i
Cc1nc2sccn2c1-c1nc(-c2cc3ccccc3o2)cs1,i,i
O=c1[nH]c(=O)c2cc([N+](=O)[O-])cc([N+](=O)[O-])c2[nH]1,i,i
O=C(CSc1nnnn1-c1ccccc1)NCc1ccco1,i,i
Cc1oc(-c2ccccc2F)nc1CS(=O)(=O)CC(=O)NC1CCCC1,i,i
CCC(CC)NC(=O)COC(=O)CCC(=O)c1ccc(Cl)cc1,i,i
CCCC(=O)NC(C)c1nc2ccccc2[nH]1 (stereo unspecified),i,i
COc1ccc(NC(=O)COC(=O)Cc2ccccc2[N+](=O)[O-])cc1OC,i,i
O=S(=O)(/C=C/c1cccc(Br)c1)N1CCOCC1,i,i
Brc1ccc2ncnc(NCc3ccccc3)c2c1,i,i
COc1ccc(CCNc2nncc(=O)[nH]2)cc1OC,i,i
Cc1nn(C(=O)c2cc3sccc3[nH]2)c(C)c1C,i,i
O=C(Nc1cccc(-c2cn3ccccc3n2)c1)c1cccc(Cl)c1,i,i
CC1=NN(C(N)=S)C(=O)C1N=Nc1ccccc1C (stereo unspecified),i,i
Cn1c(=N)n(CC(=O)c2ccc(Br)s2)c2ccccc21,i,i
# (more compounds)
SMILES,CHT block,CHT PAM
Cn1c(=O)c2c(ncn2CC(=O)Nc2ccc3c(c2)OCO3)n(C)c1=O,i,i
COCc1cc(C)n(CC(=O)NCc2ccccc2)c(=O)c1C#N,i,i
CNC(=O)Nc1cccc(-c2cc(-c3c(Cl)cccc3Cl)no2)c1,i,i
CNC(=S)N1N=C(c2ccccc2)CC1c1ccc(Br)cc1 (stereo unspecified),i,i
O=S1(=O)CCOC[C@H](Cc2ccccc2)N1Cc1cccc(C(F)(F)F)c1,i,i
CC(C)c1ccc(S(=O)(=O)Nc2ccc(N3CCOCC3)cc2)cc1,i,i
O=C(COC(=O)/C=C/c1cccs1)NC(c1ccccc1)c1ccccc1,i,i
Cn1c(-c2sc3cc(C(F)(F)F)cnc3c2-c2cccnc2)n[nH]c1=S,i,i
CCS(=O)(=O)/N=C(\N)c1ccccc1,i,i
CS(=O)(=O)c1cccc(C(=O)NCc2ccccc2)c1,i,i
COc1ccc(Cc2nc3ccc(S(=O)(=O)N4CCOCC4)cc3[nH]2)cc1,i,i
COc1ccc(OCC(=O)Nc2ccccc2Cl)cc1,i,i
O=C(O)c1sc2cc(C(F)(F)F)cnc2c1-c1ccccc1,i,i
CCCCn1c(N)c(N(CC(C)C)C(=O)C2CCN(c3ncnc4sc(C)c(C)c34)CC2)c(=O)[nH]c1=O,i,i
COc1ccc(C(=O)Nn2cc3c(c2-c2ccccc2)c(=O)n(C)c(=O)n3C)cc1,i,i
CCOC(=O)c1cnc2c(C)cc(Cl)cc2c1N1CCN(C)CC1,-6.4*,i
CC(=O)Nc1ccccc1Sc1ccc2c3c(cccc13)C(=O)N(c1ccc(C)cc1)C2=O,i,i
COc1ccc(-c2ccc(=O)n(Cc3ccccc3)n2)cc1,i,i
C/C=C/C(=O)OCC(=O)Nc1cc([N+](=O)[O-])ccc1Cl,i,i
N#CC1=C(N)OC2=C(CCc3ccccc32)C1c1ccccc1Cl (stereo unspecified),i,i
O=[N+]([O-])c1ccccc1N/N=C/c1cc2ccccc2nc1Cl,i,i
O=C(c1ccccc1)c1ccc(N2CCOCC2)c(NC(=O)c2ccco2)c1,i,i
O=C(COC(=O)c1ccc[nH]c1=O)c1ccc(Cl)s1,i,i
COC(=O)Nc1nnc(-c2ccncc2)s1,i,i
Cc1ccc(NC2CCCN(C(=O)CSc3ccncc3)C2)cc1C (stereo unspecified),i,i
COc1ccc(NC(=O)c2onc(C)c2Cl)cc1OC,i,i
CS(=O)(=O)N1CCN(c2ccccc2NC(=O)c2ccco2)CC1,i,i
CCN1C(=O)/C(=C/N(C)c2ccccc2)OC1=S,i,i
Cc1cc(NC(=O)c2ccc([N+](=O)[O-])cc2Cl)ccc1NC(=O)c1ccco1,i,i
Cc1cc(C(=O)CSc2nnc(-c3ccc4c(c3)OCO4)o2)c(C)n1-c1ccc(F)cc1,i,i
CC(=O)c1ccc(NC(=O)CCNC(=O)c2ccccc2Cl)cc1,i,i
Cc1noc(C)c1CNCc1ccccc1,i,i
CCOc1nc(-c2ccccc2)c2cc(C)ccc2n1,i,i
CCCCOc1ccc(C(=O)Nc2cccc(-n3cnnn3)c2)cc1OC,i,i
Cc1cccc(C)c1OCc1cc(C(=O)N2CCN(c3ccccc3)CC2C)no1 (stereo unspecified),i,i
O=S(=O)(Nc1ccc(Cl)cn1)c1ccc(Cl)cc1,i,i
O=C(CN(Cc1ccccc1F)C(=O)Cn1nnc(-c2cccs2)n1)NCC1CCCO1 (stereo unspecified),i,i
c1ccc(-n2ncc3c(NCc4cccnc4)ncnc32)cc1,i,i
Cc1nn(C(=O)c2cccs2)c(N)c1-c1ccccc1,i,i
COc1ccc(OCC(=O)Sc2ccc(C)cc2)cc1,i,i
O=C(Nc1ccc(Cl)cc1)[C@@H]1[C@@H]2C(=O)N(c3ccc(Cl)cc3Cl)C(=O)[C@@H]2[C@H]2C=CC=NN21,i,i
COc1ccc(CNC(=O)C2CCC(=O)N(CCCN3CCCC3=O)C2)cc1 (stereo unspecified),i,i
OC(COc1ccc2ccccc2c1)Cn1ccnc1 (stereo unspecified),i,i
CCOc1ccc(N2CC(NS(=O)(=O)c3cccs3)CC2=O)cc1 (stereo unspecified),i,i
CCOC(=O)c1cc(C#N)c(Oc2ccccc2)nc1-c1ccccc1,i,i
CC(C)Cc1cc(C(=O)N2CCCC(C(=O)c3cc(F)ccc3F)C2)n(C)n1 (stereo unspecified),i,i
Cc1cc(C)cc(NC(=O)c2c(C)nc3ccccn23)c1,i,i
CC(=O)c1ccc(N(CC(=O)NC2CCCC2)C(=O)c2csnn2)cc1,i,i
COc1ccc(N(CC(=O)Nc2cccc([N+](=O)[O-])c2C)S(C)(=O)=O)cc1OC,i,i
CCC(C)N(C(=O)COC(=O)COc1c(C)cc(C)cc1C)C1CCS(=O)(=O)C1 (stereo unspecified),i,i
# Following part.
SMILES,CHT block,CHT PAM
COC(=O)c1ccc(-c2ccc(/C=N/NC(=O)Cc3nnc(N)s3)o2)cc1,i,i
O=C(COC(=O)c1ccc[nH]c1=O)NC1CCCCC1,i,i
Clc1nnc(N/N=C/c2ccccc2)c2ccccc12,i,i
NC(=O)N/N=C/c1sc(N2CCCCC2)nc1-c1cccs1,i,i
CCOC(=O)c1c(N)sc(C(=O)Nc2ccc3c(c2)OCO3)c1C,i,i
Nc1cccc(-c2cn3cccnc3n2)c1,i,i
Cc1cc(NC(=O)CC2CCCC2)n(-c2nc3ccccc3[nH]2)n1,i,i
N#CCCN(C(=O)COC(=O)c1ccc2c(=O)n3c(nc2c1)CCC3)c1ccc(F)cc1,i,i
COc1ccc2[nH]cc(CCNC(C)=O)c2c1,i,i
O=C(NC12CC3CC(CC(C3)C1)C2)N(Cc1ccccc1)Cc1ccncc1,i,i
Cc1c(-c2ccccc2)nc2ccccc2c1C(=O)O,i,i
CC(C)c1ccc(N=C2NN=C(c3cccs3)CS2)cc1,i,i
CC(=O)N1CCC2(CC1)C/C(=N\NC(=S)Nc1ccccc1C)c1cc(O)ccc1O2,i,i
C[C@@H]1[C@H](O)C[C@@]23COC(=O)C2=CCC[C@@H]3[C@@]1(C)CC/C(=C/CO)CO,i,i
CCOc1ccccc1C(=O)Nc1ccc(S(=O)(=O)N2CCN(C)CC2)cc1,i,i
COc1ccccc1N1CCN(CCCCN2C(=O)c3ccccc3C2=O)CC1,i,i
Cc1ccc(S(=O)(=O)N(C)C2(C)CCS(=O)(=O)C2)cc1 (stereo unspecified),i,i
CC(C)OC(=O)Cn1nc(C(c2ccccc2)c2ccccc2)oc1=O,i,i
Cc1ccc(N(C(=O)c2csnn2)C(C(=O)NC2CCCCC2)c2ccccn2)cc1 (stereo unspecified),i,i
Cc1cc(N)ccc1N1CCCC1,i,i
CCOC(=O)SC1=N/C(=C\c2ccc(N(C)C)cc2)C(=O)S1,i,i
NS(=O)(=O)c1ccc(S(=O)(=O)N(Cc2ccccc2F)CC2CCCO2)cc1 (stereo unspecified),i,i
CN(C)C1=NCCN1CCc1cccc(F)c1,i,i
CCOC(=O)Cn1c(=O)n(Cc2ccc(C)cc2)c(=O)c2cccnc21,i,i
COc1ccc(CCN2C(=O)CC(NNc3ccc([N+](=O)[O-])cc3)C2=O)cc1OC (stereo unspecified),i,i
CCN(CC)CCN(C(=O)c1ccc2c(c1)CCCC2)c1nc2ccc(OC)cc2s1,i,i
Cc1cc(NC(=O)Cc2cccs2)no1,i,i
CC(=O)Nc1ccc(NC(=O)c2c([N+](=O)[O-])c(C(C)(C)C)nn2C)cc1,i,i
O=C(COc1ccccc1)NC(NC(=S)Nc1ccccc1O)C(Cl)(Cl)Cl (stereo unspecified),i,i
COCCNC(=O)Cn1cnc2c(cnn2-c2ccc(C)cc2)c1=O,i,i
O=C1NC(NS(=O)(=O)c2ccc(Cl)cc2)(C(F)(F)F)C(=O)N1c1ccccc1 (stereo unspecified),i,i

# Screening results: PubChem BioAssay, Johns Hopkins Ion Channel Center
